Screens (PubChem)
CHO-K1 Ca antag = nonselective inhibitor or artifact in parental CHO-K1 cells; inhibition, % at 3 µM; actives 0.6% (n = 360,000); ATP-induced calcium, Fluo-8 fluorescence;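 active means inhibition above a per-plate cutoff, the plate's mean sample inhibition plus 3 SD, cut at about 24% in these data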;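 further: 0% = DMSO plus EC80 ATP and 100% = DMSO alone without ATP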
CHO-K1 Ca ag = M1 agonist counterscreen hit in parental CHO-K1 cells; AID 602248; activation, % at 3 µM; Fluo-8 calcium fluorescence; scaled to maximal ATP response, vehicle zero; actives 0.48% (n = 360,000); in the data active means activation above about 15%;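 further: untransfected CHO-K1 host cells lacking M1 receptor as counterscreen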
V1aR counter = counter-screen for oxytocin receptor agonists: human V1a receptor agonists | P37288 | CHO-V1R cells, Fluo-8 calcium fluorescence, agonist mode; 0% DMSO, 100% 3 nM vasopressin | activation, % at 3 µM | actives 0.25% (n = 320,000) | AID 2797;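 active means activation above the mean activation of all tested compounds plus 3 SD, per screening run, cut at about 20% in these data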;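 further: signal is peak over basal fluorescence ratio across a 100 second FLIPR read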
Target sequence (P37288 whole entry, looked up): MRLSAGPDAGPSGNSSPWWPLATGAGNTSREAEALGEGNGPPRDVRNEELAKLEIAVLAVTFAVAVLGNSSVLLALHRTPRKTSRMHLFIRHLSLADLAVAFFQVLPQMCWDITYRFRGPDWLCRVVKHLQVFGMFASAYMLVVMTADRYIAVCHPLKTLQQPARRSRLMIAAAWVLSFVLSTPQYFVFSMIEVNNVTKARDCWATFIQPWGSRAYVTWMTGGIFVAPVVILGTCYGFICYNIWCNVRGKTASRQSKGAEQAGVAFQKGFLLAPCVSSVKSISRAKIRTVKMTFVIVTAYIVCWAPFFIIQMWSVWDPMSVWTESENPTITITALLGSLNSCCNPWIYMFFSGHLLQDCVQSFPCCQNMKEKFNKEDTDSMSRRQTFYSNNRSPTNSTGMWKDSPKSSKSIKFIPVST
TAAR1 ag = human TAAR1 agonism; Q96RJ0; CHO RD-HGA16 TAAR1, Fluo-8 calcium fluorescence; vehicle wells 0%, saturating PEA agonist 100%; activation, % at 3 µM; actives 0.99% (n = 360,000); AID 624467;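 active means activation above the mean activation of all test compounds in the run plus 3 SD, cut at about 38% in these data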
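Test system: RD-HGA16 (CHO) cells co-expressing Gα16 and hTAAR1 | Doses: Single dose, 3 µM | Schedule: 17-24 h seeding, 75 min 37 °C dye, 30 min RT | Evaluation: % activation from peak over basal fluorescence ratio, DMSO-to-PEA scaled | Technique: Kinetic Fluo-8 calcium fluorescence | Benchmarks: Low control DMSO, high control PEA (EC100)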
TAAR1 antagonist = human TAAR1 antagonism. CHO RD-HGA16 TAAR1, Fluo-8 calcium fluorescence, antagonist. inhibition, % at 3 µM. actives 1.5% (n = 360,000);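 active means inhibition above a per-plate cutoff, the mean inhibition of test compounds on that plate plus 3 SD, cut at about 49% in these data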;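 further: 0% = DMSO plus EC80 beta-PEA response and 100% = DMSO alone without agonist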
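Test system: CHO RD-HGA16 cells bearing hTAAR1 | Reagent: β-PEA, EC80 | Compound dosing: 3 µM, single point | Schedule: Dye loading 75 min at 37 °C, then 30 min room temperature | Signal: Calcium fluorescence with Fluo-8 | Evaluation: Percent inhibition of PEA-evoked calcium signal, max/basal emission ratio | Control set: DMSO-only wells and EC80 β-PEA-stimulated wells | Repeats: Singlicate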
OXTR potentiator = potentiates the human oxytocin receptor response; CHO-OTR cells, Fluo-8 calcium fluorescence, potentiator mode; 0% = oxytocin EC15, 100% = EC100; actives 0.061% (n = 320,000); activation, % at 3 µM; P30559;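 active means activation above that plate's cutoff, the mean activation of tested compounds plus 3 SD, cut at about 6.6% in these data, passing the limit was not always enough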;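 further: 100% uses oxytocin at 75 nM as the full agonist control; some results filed as inactive read as strong as hits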
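assay system = CHO-OTR cells, human receptor | schedule = compound 6 min at room temperature before oxytocin, 100 s read | detection = Fluo-8 intracellular calcium fluorescence, ex 470-495, em 515-575 nm | evaluation = normalized max/min fluorescence ratio, % activation | control set = EC15 oxytocin alone as 0%, 75 nM oxytocin (EC100) as 100%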
CHRM1 agonist = agonists of human M1 muscarinic receptor; CHO-K1 hM1, Fluo-8 calcium fluorescence, agonist mode; 0% DMSO, 100% acetylcholine EC100; activation, % at 3 µM; actives 0.33% (n = 360,000); AID 588814;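 active means activation above the run's mean compound activation plus 3 SD, cut at about 16% in these data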;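 further: peak over basal fluorescence ratio within a 140 s kinetic read after compound addition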
Target sequence (P11229 whole entry, looked up): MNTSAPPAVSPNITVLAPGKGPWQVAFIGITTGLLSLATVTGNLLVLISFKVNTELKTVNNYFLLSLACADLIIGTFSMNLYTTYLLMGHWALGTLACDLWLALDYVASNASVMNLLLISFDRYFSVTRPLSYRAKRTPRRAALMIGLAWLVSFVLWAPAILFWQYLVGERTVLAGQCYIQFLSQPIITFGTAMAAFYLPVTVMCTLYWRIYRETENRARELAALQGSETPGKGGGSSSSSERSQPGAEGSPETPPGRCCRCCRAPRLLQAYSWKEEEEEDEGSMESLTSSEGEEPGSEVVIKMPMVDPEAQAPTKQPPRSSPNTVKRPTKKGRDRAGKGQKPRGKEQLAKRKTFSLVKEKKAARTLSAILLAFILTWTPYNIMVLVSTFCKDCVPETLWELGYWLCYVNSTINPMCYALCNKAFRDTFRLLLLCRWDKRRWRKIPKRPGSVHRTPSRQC
CHO parental Ca = signal in parental CHO cells, OX1R antagonist counter-screen. parental CHO-K1, ATP-induced calcium, Fluo-8 fluorescence. inhibition, % at 5.6 µM. actives 0.63% (n = 330,000). AID 463079;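 active means inhibition above that plate's mean sample inhibition plus 3 SD, cut at about 26% in these data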;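 further: 0% = ATP-challenged DMSO wells and 100% = DMSO wells without ATP; some compounds past the cut are filed as inactive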
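Measured by: calcium-sensitive Fluo-8 fluorescence / Test system: CHO parental line / Controls: ATP-challenged DMSO wells low, unchallenged DMSO wells high / Measure: % inhibition / Compound: single nominal dose of 5.6 µM per compound / Replicates: single well per compound, no replicates / Reagent: ATP as calcium-mobilizing challenge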
CHO-K1 Ca PAM = nonselective activator or artifact in parental CHO-K1 calcium assay | AID 602247 | actives 0.02% (n = 360,000) | ATP EC20, Fluo-8 calcium fluorescence; 0% at ATP EC20, 100% at ATP max | activation, % at 3 µM;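 active means activation above the run cutoff, the mean activation of all test compounds plus 3 SD, cut at about 40% in these data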;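 further: peak over basal fluorescence ratio in a 140 s read after ATP addition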
* hit, by the source's call; . = no result given.

SMILES | CHO-K1 Ca antag | CHO-K1 Ca ag | V1aR counter | TAAR1 ag | TAAR1 antagonist | OXTR potentiator | CHRM1 agonist | CHO parental Ca | CHO-K1 Ca PAM
Cc1ccsc1C(=O)NC1CCCCC1C (stereo unspecified) | -13 | 0.0 | -0.6 | -1 | 0 | 3 | -6 | -3 | 7
COc1ccccc1C1CN(c2ccccc2)N=C1c1cccs1 (stereo unspecified) | -20 | 0.7 | -0.8 | 3 | 4 | -8 | -7 | -23 | 21
CCC(C)(C)n1nnnc1C(c1ccc2ncccc2c1)N1CCCC(C)C1 (stereo unspecified) | -13 | 0.0 | 0.3 | 12 | 1 | 2 | -7 | -28 | 13
CCN(CC)S(=O)(=O)c1ccc(N/N=C(\C)c2ccncc2)c([N+](=O)[O-])c1 | -10 | 1.1 | -0.1 | -4 | -3 | -22 | -2 | -11 | 5
N#Cc1cc2c(nc1SCc1cccnc1)CCC2 | -1 | 0.2 | -1.2 | 11 | -13 | -4 | -4 | -20 | -3
O=C(Nc1nc(-c2ccc(Cl)s2)cs1)c1ccco1 | -18 | -0.1 | -1.6 | 5 | -36 | -13 | -5 | -9 | 12
O=C(c1ccco1)N1CCN(C(=O)N2c3ccccc3Sc3ccccc32)CC1 | -12 | 0.9 | 3.8 | 5 | -11 | -3 | -3 | -10 | 2
CCCCN(C(=O)CCC(=O)O)C1CC(=O)N(c2ccc(OCCC)cc2)C1=O (stereo unspecified) | -3 | 0.1 | 0.1 | 7 | -10 | -16 | -2 | -1 | 11
Cc1ccc(C(=O)Nc2ccccc2Cl)cc1 | -5 | 0.8 | -1.8 | 13 | 0 | -7 | -1 | -9 | 21
CC1C(=O)N(Cc2cn(CCC3OCCCO3)nn2)CCS(=O)(=O)N1Cc1ccc(-c2ccccc2)cc1 (stereo unspecified) | -1 | 2.3 | . | 4 | -5 | . | -5 | . | -3
O=S(=O)(N/N=C\c1cccn1-c1ccccc1)c1ccc2ccccc2c1 | 4 | 0.7 | 0.3 | 4 | 0 | -13 | -1 | -11 | 15
O=C(C1CCN(S(=O)(=O)c2cccs2)CC1)N1CCc2ccccc2C1 | -17 | 3.7 | 2.4 | 9 | -6 | 1 | -2 | -10 | 2
CCCc1cc(C(=O)NCc2ccco2)no1 | 20 | -0.1 | -0.3 | 0 | -11 | -5 | -4 | 2 | -10
COc1cccc(/C=N/NC(=O)c2cc3c(OC)ccc(OC)c3[nH]2)c1O | -3 | 2.0 | 2.6 | 11 | 20 | -2 | -2 | -1 | -31
COc1cc2c(cc1OC)C(=O)C(Br)CC2 (stereo unspecified) | -18 | 0.0 | . | . | . | . | -1 | . | -2
O=S(=O)(/N=C(/Nc1nccs1)c1ccc(F)cc1)c1ccccc1 | -12 | 0.2 | 1.3 | 2 | -16 | -4 | -2 | -13 | 9
Cn1c(SCC(=O)Nc2nccs2)nnc1-c1cccnc1 | -21 | 0.0 | 0.6 | -2 | -5 | -6 | -5 | 2 | 3
CNC(=O)c1sc2nc(-c3ccc(OC)cc3)cn2c1C | -2 | 0.2 | -0.6 | 4 | -34 | 1 | -1 | -7 | 9
Cc1ccccc1NC(=O)/C(C#N)=C\c1cccnc1 | 1 | 0.5 | 0.8 | 3 | 15 | 4 | -4 | -6 | 19
N#Cc1ccc(-c2ccc(Cl)cc2)nc1SCC(=O)c1cccc(Cl)c1 | -4 | 2.4 | 0.0 | 4 | 3 | -17 | -2 | -16 | 12

Overlap with the part before: 4 compounds, followed by the next part.
SMILES | CHO-K1 Ca antag | CHO-K1 Ca ag | V1aR counter | TAAR1 ag | TAAR1 antagonist | OXTR potentiator | CHRM1 agonist | CHO parental Ca | CHO-K1 Ca PAM
Cn1c(SCC(=O)Nc2nccs2)nnc1-c1cccnc1 | -21 | 0.0 | 0.6 | -2 | -5 | -6 | -5 | 2 | 3
CNC(=O)c1sc2nc(-c3ccc(OC)cc3)cn2c1C | -2 | 0.2 | -0.6 | 4 | -34 | 1 | -1 | -7 | 9
Cc1ccccc1NC(=O)/C(C#N)=C\c1cccnc1 | 1 | 0.5 | 0.8 | 3 | 15 | 4 | -4 | -6 | 19
N#Cc1ccc(-c2ccc(Cl)cc2)nc1SCC(=O)c1cccc(Cl)c1 | -4 | 2.4 | 0.0 | 4 | 3 | -17 | -2 | -16 | 12
O=C(O)CSc1c(O)c2ccccc2[nH]c1=O | 3 | -0.4 | 0.9 | 0 | -8 | -6 | -3 | 5 | 12
CCOc1ccc(N2CC(C(=O)Nc3ccc4c(c3)OCO4)CC2=O)cc1 (stereo unspecified) | -5 | 8.3 | -0.6 | -2 | -29 | -4 | -6 | 6 | -3
Cc1nc(SCc2ccc(F)cc2)n[nH]1 | -5 | 1.2 | -0.5 | 0 | -9 | -15 | -6 | 7 | 17
COc1ccc(C2/C(=C(\O)c3ccc4c(c3)OCCO4)C(=O)C(=O)N2Cc2cccnc2)cc1 (stereo unspecified) | 4 | 4.7 | -0.4 | 1 | 3 | -8 | -1 | -4 | -27
CC1=C(C#N)C(c2ccc(O)cc2)C2=C(CC(C)(C)CC2=O)N1 (stereo unspecified) | -4 | 0.5 | 0.6 | -2 | 5 | -6 | -6 | -4 | 23
O=C(Oc1ccc(Cl)cc1)N1CCOCC1 | -19 | 1.7 | 1.6 | 3 | -11 | -12 | -3 | -9 | 15
O=C(Nc1ccc(F)c(Cl)c1)Nc1csc2ccccc12 | 28* | 13 | 5.9 | 6 | 39 | -17 | 6 | 40* | -10
O=C(N[C@H]1/C=C\[C@@H](O)CCCC1)OCc1ccccc1 | -28 | 0.1 | . | 2 | -4 | . | -2 | -1 | 13
Cc1cccc(Nc2cc(=O)[nH]c(=O)[nH]2)c1C | -2 | 0.0 | 1.3 | 3 | 8 | -7 | 0 | -8 | 11
Nc1cnnc(N/N=C\c2ccccc2)c1Cl | -11 | 0.7 | 0.3 | 46* | -17 | 2 | -4 | -4 | 13
CCN(CC)c1nc(SCCOC(=O)Nc2ccccc2)nc(N(CC)CC)n1 | 1 | -0.3 | 3.2 | 7 | 4 | -5 | -4 | -38 | 2
CSc1ccccc1NC(=O)CN(C)C(=O)COc1ncnc2ccccc12 | -5 | -0.5 | -0.8 | 4 | 6 | -3 | -3 | 4 | -10
COc1ccc(CN(C(=O)CO/N=C/c2ccccc2)c2ccccc2C(=O)O)cc1 | 21 | 0.5 | -1.1 | 0 | 13 | 4 | -2 | -6 | -11
CN1CCN(c2oc(-c3ccc([N+](=O)[O-])cc3)nc2C#N)CC1 | -2 | 0.1 | 0.6 | 2 | -26 | -7 | 0 | -9 | 18
c1ccc(CCN2CCN=C2Nc2ccccc2)cc1 | -14 | 2.5 | 2.7 | 21 | 7 | 4 | -10 | -10 | 12
COc1ccc(CCNc2ccc(S(N)(=O)=O)cn2)cc1 | -15 | 0.8 | 2.8 | -3 | 11 | -1 | -4 | 1 | 19
CCN(C(C)=O)c1nc(CCl)cs1 | -6 | 0.7 | 0.1 | 2 | -14 | -4 | -4 | -2 | 7
C=CCC[C@@H](CCCCC)OC(=O)/C=C/[C@H](O)[C@@H](O)C[C@H](O)CC=C | 13 | 0.6 | . | -2 | -20 | . | . | . | 1
CN1CCCC(OC(=O)c2ccc(S(=O)(=O)N(C)C)cc2)C1 (stereo unspecified) | -9 | 4.5 | 1.2 | 2 | -19 | -2 | -9 | -10 | -6
CC(C)n1c(N2CCN(C(=O)Nc3ccc(Cl)cc3)CC2)nc2ccccc21 | -4 | 7.2 | 3.1 | 11 | 20 | -10 | -3 | 12 | 9
Cc1ccccc1CC(=O)N1CCN(C(=O)C2CCCO2)CC1 (stereo unspecified) | 1 | 0.1 | 0.5 | 7 | -24 | 1 | -1 | -3 | 16
CCN(CC)c1ccc(C(=O)NNC(=O)CCl)cc1 | -9 | 0.9 | 1.5 | 1 | 4 | -4 | 0 | -12 | 13
CCOc1ccccc1C1CC(=O)NC(SCC)=C1C#N (stereo unspecified) | -31 | -0.1 | -0.7 | 11 | -14 | -9 | -4 | -8 | 12
O=C(NCCCn1ccnc1)c1nc(Cn2cc([N+](=O)[O-])cn2)no1 | -12 | 0.5 | 0.5 | 4 | -7 | -5 | -5 | -2 | 16
COc1ccc(CCNC(=O)c2ccc(-c3ccc([N+](=O)[O-])cc3)o2)cc1OC | 2 | 8.3 | 4.7 | 13 | 61* | -6 | -5 | 0 | 1
Cc1ccc(CN2CCC(C)(Oc3ccc(Cl)cc3)C2)cc1 (stereo unspecified) | -9 | 0.0 | . | 1 | -25 | . | -8 | . | 15
COc1ccc(-c2csc(NC(=O)CSc3nc(C)nc4sc(C(=O)O)c(C)c34)n2)cc1 | -2 | -0.5 | 0.8 | 2 | -26 | -12 | -1 | 2 | 14
Cc1cccc(NC(=O)CSCC(=O)NCc2ccco2)c1 | -7 | 1.5 | 0.3 | -1 | -12 | -5 | 0 | -1 | 12
CCCCSc1nc(C)cc(SCC(=O)N/N=C/c2ccccc2)n1 | -7 | 6.5 | 0.5 | 13 | -3 | -2 | -5 | -13 | 17

Copied from the list:
`Cc1cccc(NC(=O)CSCC(=O)NCc2ccco2)c1` in CHO-K1 Ca ag is entered as 1.5
`Cc1ccccc1CC(=O)N1CCN(C(=O)C2CCCO2)CC1` (stereo unspecified) in CHRM1 agonist is entered as -1
`CCCCSc1nc(C)cc(SCC(=O)N/N=C/c2ccccc2)n1` in V1aR counter is entered as 0.5
`COc1ccc(CCNC(=O)c2ccc(-c3ccc([N+](=O)[O-])cc3)o2)cc1OC` in CHO-K1 Ca PAM is entered as 1
`COc1ccc(-c2csc(NC(=O)CSc3nc(C)nc4sc(C(=O)O)c(C)c34)n2)cc1` in CHO-K1 Ca PAM is entered as 14

2 of these compounds, reformatted.
| canonical_smiles | CHO-K1 Ca antag | CHO-K1 Ca ag | V1aR counter | TAAR1 ag | TAAR1 antagonist | OXTR potentiator | CHRM1 agonist | CHO parental Ca | CHO-K1 Ca PAM |
| --- | --- | --- | --- | --- | --- | --- | --- | --- | --- |
| Cc1ccccc1CC(=O)N1CCN(C(=O)C2CCCO2)CC1 (stereo unspecified) | 1 | 0.1 | 0.5 | 7 | -24 | 1 | -1 | -3 | 16 |
| Cc1ccc(CN2CCC(C)(Oc3ccc(Cl)cc3)C2)cc1 (stereo unspecified) | -9 | 0.0 | . | 1 | -25 | . | -8 | . | 15 |
